High-throughput results as filed in PubChem.
NCI-60 one-dose screen, 48 h, at 10 µM unless noted. Numbers give growth in % (100 = growth as untreated, 0 = no growth, -100 = all killed).
TK-10 = TK-10 renal cancer cells. hit rate 3.9% among 81,000. AID 1794769; active = growth percent below 10
* marks the source's active call; other numbers are inactive results; & = joins results of further samples; ! = a repeat was not active; [ ] = another dose, or the depositor's remark. A portion of the library; count on the stated rates, not on these rows.

Compound: N#CC1(C#N)C2CCCCC23OC(=N)C1(C#N)C(c1ccco1)O3 (stereo not given)
  TK-10: -41*[100 µM]
Compound: CC1C2(C)OC(=N)C(C#N)(C(c3ccco3)O2)C1(C#N)C#N (stereo not given)
  TK-10: 106[100 µM]
Compound: COC(=O)C(=O)C(C(=O)C(=O)Nc1ccccc1C(C)=O)c1nc2ccc(C(=O)c3ccccc3)cc2[nH]c1=O (stereo not given)
  TK-10: 18&114[100 µM]
Compound: COc1ccc(OC)c(N(CN2C(=O)CCC2C(=O)O)C(C)=O)c1 (stereo not given)
  TK-10: 103&78[100 µM]
Compound: O=C(O)CCCOc1cc(-c2ccccc2F)nc2cc3c(cc12)OCO3
  TK-10: 2.4*![100 µM]
Compound: COc1cc([C@@H]2OC[C@@H]3C(c4cc(OC)c5c(c4)OCO5)OC[C@@H]32)cc(OC)c1OC (stereo not given in full)
  TK-10: 67&105[100 µM]
Compound: N#Cc1c(SCc2ccccc2)nc(-c2ccccc2)[nH]c1=S
  TK-10: 3.8*[100 µM]
Compound: CC(C)=CCc1cc(C2COc3cc4c(c(O)c3C2=O)C=CC(C)(C)O4)c(O)cc1O (stereo not given)
  TK-10: -100*[100 µM]
Compound: N#CSc1nc[nH]c1C(N)=O
  TK-10: 42&83[100 µM]
Compound: COc1ccc2cc1Oc1ccc(cc1)CC1c3cc(OC)c(cc3CCN1C)Oc1c(OC)c(OC)cc3c1C(C2)N(C)CC3 (stereo not given)
  TK-10: -98*[75 µM]

Compound: CC(=O)c1cccc(NC(=O)C(=O)c2c(O)c3ccccc3oc2=O)c1
  TK-10: 98&111[100 µM]
Compound: CCO/C=N\C1=C(C#N)SC2=N/C(=C\c3ccco3)C(=O)N21
  TK-10: 89&105[100 µM]
Compound: COC(=O)c1c(C#N)[nH]c(-c2ccsc2)c1C(=O)OC
  TK-10: 32&97[100 µM]
Compound: CCOC(=O)C(=O)C(/C(=N/N(C)C)C(=O)Nc1ccc(C)cc1C)c1nc2ccccc2[nH]c1=O (stereo not given)
  TK-10: 95&157[100 µM]
Compound: O=C1C=CC(=O)N1n1c(-c2ccccc2)n[nH]c1=O
  TK-10: 107&105[100 µM]
Compound: Cc1ccc(/C=N/Nc2nncc3ccccc23)s1
  TK-10: 22&105[100 µM]
Compound: CCO/C=N\C1=C(C#N)SC2=N/C(=C\c3ccc(OC)cc3)C(=O)N21
  TK-10: 103&93[100 µM]
Compound: COC(=O)C1CC23C4=C(CCC41)CCC1CN4CC(C)C(CC(OC(C)=O)C12COC(C)=O)C43O (stereo not given)
  TK-10: 94&102[100 µM]
Compound: CC1C2(C)OC(=N)C(C#N)(C(C)O2)C1(C#N)C#N (stereo not given)
  TK-10: 105[100 µM]
Compound: Cc1ccc(NC2=N/C(=C/c3ccccc3)C(Cl)=N2)cc1
  TK-10: -17*![100 µM]

A draw from above in order of length of the SMILES, largest number first:
Compound: COc1ccc2cc1Oc1ccc(cc1)CC1c3cc(OC)c(cc3CCN1C)Oc1c(OC)c(OC)cc3c1C(C2)N(C)CC3 (stereo not given)
  TK-10: -98*[75 µM]
Compound: CCOC(=O)C(=O)C(/C(=N/N(C)C)C(=O)Nc1ccc(C)cc1C)c1nc2ccccc2[nH]c1=O (stereo not given)
  TK-10: 95&157[100 µM]
Compound: CC(=O)c1cccc(NC(=O)C(=O)c2c(O)c3ccccc3oc2=O)c1
  TK-10: 98&111[100 µM]
Compound: CCO/C=N\C1=C(C#N)SC2=N/C(=C\c3ccco3)C(=O)N21
  TK-10: 89&105[100 µM]
Compound: COc1ccc(OC)c(N(CN2C(=O)CCC2C(=O)O)C(C)=O)c1 (stereo not given)
  TK-10: 103&78[100 µM]
Compound: COC(=O)c1c(C#N)[nH]c(-c2ccsc2)c1C(=O)OC
  TK-10: 32&97[100 µM]
Compound: N#CSc1nc[nH]c1C(N)=O
  TK-10: 42&83[100 µM]

Following part
Compound: O=c1[nH]c(Nc2cccc(CC(F)(F)F)c2)nc2nc[nH]c12
  TK-10: 99&120[100 µM]
Compound: O=C(O)c1n[nH]nc1Cl
  TK-10: 107&99[100 µM]
Compound: CCOc1ccc(NC(=O)/C(=N\N)C(C(=O)OC)c2nc3ccc(Cl)cc3[nH]c2=O)cc1 (stereo not given)
  TK-10: 86&128[100 µM]
Compound: COc1ccc(C2C3=C(N=C4SC(C(C)=O)=C(C)N42)c2ccccc2CC3)cc1 (stereo not given)
  TK-10: 21&63[100 µM]
Compound: O=C1c2ccccc2-c2c1c1ccccc1c(=O)n2Cc1ccccc1
  TK-10: 90&95[100 µM]
Compound: CCOc1ccccc1NC(=O)C(=O)C(/C(=N/N)C(=O)OC)c1nc2ccc([N+](=O)[O-])cc2[nH]c1=O (stereo not given)
  TK-10: 87&152[100 µM]
Compound: CSc1nc[nH]c1C(N)=S
  TK-10: 111&120[100 µM]
Compound: Cc1ccc(F)cc1NC(=O)O/N=C(\Cl)C(C)C
  TK-10: 73&66[100 µM]
Compound: O=C(CCc1ccc(O)c(O)c1)c1ccc(O)c(O)c1O
  TK-10: -88*![100 µM]
Compound: CCOC(=O)c1cnc2n(c1=N)[C@H]1CCCC[C@@H]1N2
  TK-10: 94&87[100 µM]

Single values from the results shown:
In TK-10, `COc1ccc(OC)c(N(CN2C(=O)CCC2C(=O)O)C(C)=O)c1` (stereo not given) is listed with 103&78[100 µM]
In TK-10, `Cc1ccc(NC2=N/C(=C/c3ccccc3)C(Cl)=N2)cc1` is listed with -17*![100 µM]

(list continues)
Compound: Cc1c2c(c(C)c3c[n+](C)ccc13)Oc1ccccc1O2
  TK-10: -100*[100 µM]
Compound: Nc1nc(NCCOCP(=O)(O)O)c(N)c(=O)[nH]1
  TK-10: 93&86[100 µM]
Compound: CC(=O)N1CN2C(=O)CCC2c2cc(C)ccc21 (stereo not given)
  TK-10: 100&100[100 µM]
Compound: CCCCC1C(=O)N(c2ccc(S(=O)(=O)Nc3ccccn3)cc2)N(c2ccc(O)c(C(=O)O)c2)C1=O (stereo not given)
  TK-10: 94&102[100 µM]
Compound: N#Cc1nc(C2CCC2)oc1N
  TK-10: 82&81[100 µM]
Compound: CCOC(=O)c1nnsc1NN=C(C)C
  TK-10: 82&99[100 µM]
Compound: N#Cc1ccccc1NC(=O)C(=O)c1c(O)c2ccccc2oc1=O
  TK-10: 80&121[100 µM]
Compound: CCc1cccc(C(C)C)c1NC(=O)C(=O)Nn1c(=S)[nH]c2ccccc2c1=O
  TK-10: 77&142[100 µM]
Compound: C=C1C2CCC3(CCC4C5(C)CCCC4(C=[N+](CCO)C5)C3C2)C1O (stereo not given)
  TK-10: 98&105[100 µM]
Compound: O=C(O)CN(CC(=O)O)Cc1cc2c(cc1O)Oc1cc(O)c(CN(CC(=O)O)CC(=O)O)cc1C21OC(=O)c2ccccc21
  TK-10: 92&84[100 µM]

Compound: CC(=O)OC(C)c1cc2c(s1)C(=O)c1ccsc1C2=O (stereo not given)
  TK-10: -100*[100 µM]
Compound: Cc1ccc(C(=O)Nc2ccc(S(=O)(=O)O)c3cc(S(=O)(=O)O)cc(S(=O)(=O)O)c23)cc1NC(=O)c1cccc(NC(=O)Nc2cccc(C(=O)Nc3cc(C(=O)Nc4ccc(S(=O)(=O)O)c5cc(S(=O)(=O)O)cc(S(=O)(=O)O)c45)ccc3C)c2)c1 (tested in a mixture with another compound)
  TK-10: 47&96&49&95&36&89[50 µM]
Compound: Cc1nc2c(=O)[nH]c3ccccc3c2o1
  TK-10: 106&132[100 µM]
Compound: Cc1ccc(/C=N/Nc2ccccn2)s1
  TK-10: 61&147[100 µM]
Compound: O[C@H]1[C@H]2[C@H](O)C[C@H](CCOCc3ccccc3)CN2C[C@H]1O
  TK-10: 95&116[100 µM]
Compound: NC(=O)c1ccccc1NC(=O)C(=O)C(c1cnc2ccc([N+](=O)[O-])cc2n1)[N+](=O)[O-] (stereo not given)
  TK-10: 17&118[100 µM]
Compound: CC(C)O/N=C/c1cc(NC(=S)OC(C)C)ccc1Cl
  TK-10: 36&54[100 µM]
Compound: CSc1nc(Br)nc2ncn(C3CC(Oc4ccc(C)cc4)C(COc4ccc(C)cc4)O3)c12 (stereo not given)
  TK-10: -100*![100 µM]
Compound: O=C1C[C@@H](c2ccccc2)NCCCCN(O)CCCN1
  TK-10: 99&89[100 µM]
Compound: COC(=O)c1cc(C#N)[nH]c1-c1ccsc1
  TK-10: 19&94[100 µM]

Compound: C[C@]12CC[C@@H]3c4ccc(OS(N)(=O)=O)cc4CC[C@H]3[C@@H]1CCC2=O
  TK-10: 69&32[100 µM]
Compound: CCC1(CC)C(=O)N(C(=O)c2cc(OC)c(OC)c(OC)c2)N(C(=O)c2cc(OC)c(OC)c(OC)c2)C1=O
  TK-10: 108&95[50 µM]
Compound: C[C@]1(CO)[C@H]2CC[C@@]34C=C[C@@](CO)(CC[C@H]3[C@]2(C)CC[C@H]1O)C4
  TK-10: 91&29[100 µM]
Compound: O=C1NC(=S)NC1C(Cc1ccccc1)c1ccco1 (stereo not given)
  TK-10: 73&80[100 µM]
Compound: Cc1csc(-n2nc(C)cc2C)n1
  TK-10: 105&102[100 µM]

5 entries drawn at random from the list so far:
Compound: O=C1NC(=S)NC1C(Cc1ccccc1)c1ccco1 (stereo not given)
  TK-10: 73&80[100 µM]
Compound: CCC1(CC)C(=O)N(C(=O)c2cc(OC)c(OC)c(OC)c2)N(C(=O)c2cc(OC)c(OC)c(OC)c2)C1=O
  TK-10: 108&95[50 µM]
Compound: C[C@]12CC[C@@H]3c4ccc(OS(N)(=O)=O)cc4CC[C@H]3[C@@H]1CCC2=O
  TK-10: 69&32[100 µM]
Compound: Cc1csc(-n2nc(C)cc2C)n1
  TK-10: 105&102[100 µM]
Compound: C[C@]1(CO)[C@H]2CC[C@@]34C=C[C@@](CO)(CC[C@H]3[C@]2(C)CC[C@H]1O)C4
  TK-10: 91&29[100 µM]
